tim23-1 inh – growth inhibitors of tim23-1 mutant yeast, primary screen, luminescence, uHTS | S. cerevisiae tim23-1 growth, BacTiter-Glo luminescence, 24 h | inhibition, % at 20 µM | 1.3% of 330,000 active | AID 463212, 2010;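 active means growth inhibition of the mutant yeast at or above 50%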;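 further: temperature-sensitive mutant grown at 25 °C; plate controls were DMSO-treated mutant yeast for no effect and medium wells lacking yeast for full effect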
EBI2 antag – EBI2 receptor antagonists, beta-arrestin recruitment, primary screen, cell-based, luminescence, 7a,25-OHC stimulation, uHTS; 0.81% of 360,000 active; inhibition, % at 5 µM; 7a,25-OHC stimulated; G-protein coupled receptor 183 (Homo sapiens), P32249; in the data active means inhibition above about 38%;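 further: enzyme fragment complementation signal reports receptor beta-arrestin coupling in cells; 0% = agonist plus DMSO wells and 100% = wells without agonist; some results beyond the cut were filed as inactive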
Target sequence (P32249 whole entry, looked up, the tested form may be a part): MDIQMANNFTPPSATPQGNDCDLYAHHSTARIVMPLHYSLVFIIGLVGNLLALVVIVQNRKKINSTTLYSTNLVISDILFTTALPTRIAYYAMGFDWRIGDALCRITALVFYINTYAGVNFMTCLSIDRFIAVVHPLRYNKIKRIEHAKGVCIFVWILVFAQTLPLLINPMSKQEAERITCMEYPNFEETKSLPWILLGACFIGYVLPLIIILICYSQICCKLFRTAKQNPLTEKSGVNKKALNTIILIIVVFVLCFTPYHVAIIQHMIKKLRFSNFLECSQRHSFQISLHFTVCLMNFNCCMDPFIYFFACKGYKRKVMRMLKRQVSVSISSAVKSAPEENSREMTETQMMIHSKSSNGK
APJ antagonist – antagonists of human apelin receptor APJ, primary screen, CHO-K1 cells, beta-arrestin complementation, luminescence. AID 2521, 2010. inhibition, % at 20 µM. 0.32% of 330,000 active. P35414;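 active means inhibition above about 40% at 20 µM, limit read from the data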;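 further: cells challenged with 10 nM apelin-13 agonist together with compound; plate controls were apelin-13 plus DMSO wells for no effect and DMSO wells lacking apelin-13 for full effect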
UPR XBP1 act – activators of adaptive XBP1 UPR arm, primary screen, cell-based, CHO-XBP1 luciferase reporter, luminescence, uHTS; IRE1-XBP1 UPR activation; percent of tunicamycin response, DMSO as zero; activation, % at 20 µM; 0.33% of 330,000 active;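 active means versus positive control, 20 µM dose yields 30% or more activation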;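 further: 100% = tunicamycin at 10 µg/mL and 0% = DMSO only wells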
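Material: CHO-XBP1 cells stably carrying IRE1-XBP1-driven luciferase reporter / Amount: 1000 cells per well / Compound: 20 µM, 1% DMSO / Times: 6 h treatment, 37 °C / Detection: luciferase luminescence / Measure: % activation of reporter signal versus tunicamycin and DMSO controls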
Mdm2-MdmX inh – inhibitors of human Mdm2-MdmX association, primary screen, cell-based, luminescence, split luciferase, SaOS-2, uHTS. SaOS-2 split-luciferase Mdm2/MdmX complementation. Protein Mdm4 (Homo sapiens) + E3 ubiquitin-protein ligase Mdm2 (Homo sapiens), …. inhibition, % at 8 µM. 3% of 330,000 active;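 active means inhibition of at least 50% at 8 µM in the primary screen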
APJ agonist – agonists of human apelin receptor APJ, primary screen, CHO-K1 cells, PathHunter beta-arrestin, luminescence | activation, % at 20 µM | P35414 | 0% DMSO wells, 100% apelin | 0.11% of 330,000 active | AID 2520, 2010;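 active means activation more than six SD over the plate average, tested at 20 µM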;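 further: 0% = DMSO alone and 100% = apelin-13 at 10 nM; some results filed as inactive read as strong as hits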
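Assay system: CHO-K1 cells stably expressing ProLink-tagged human APJ and arrestin–beta-gal acceptor. Compound dosing: 20 µM single point, 1% DMSO. Times: 16-18 h seeding, 90 min dark compound exposure, 60 min detection. Detection: beta-gal luminescence. Evaluation: APJ–arrestin association signal. Controls: negative DMSO alone, positive Apelin-13 at 10 nM.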
CHOP UPR activ – activators of apoptotic CHOP UPR arm, primary screen, cell-based, CHO-CHOP luciferase reporter, luminescence, uHTS; UPR activation; percent of tunicamycin response over DMSO baseline; activation, % at 10 µM; 0.34% of 330,000 active; AID 449763, 2010;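 active means at 10 µM dose, activation of 40% or more, normalized to positive control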;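 further: 100% = tunicamycin at 10 µg/mL and 0% = DMSO alone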
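Evaluation: % reporter activation, DMSO baseline versus tunicamycin full activation; System: CHO-CHOP luciferase reporter cell line; Input: 500 cells/well; Incubation: 6 h compound treatment, 37 °C; Measured by: Steady-Glo luciferase luminescence; Dosing: one dose, 10 µM in 0.5% DMSO; Buffer or medium: F12 medium, 10% FBS; Benchmarks: positive tunicamycin 10 µg/mL, negative DMSO alone.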
CCR6 antag – CCR6 receptor antagonists, primary screen, cell-based, CHO-K1, luminescence, beta-arrestin, uHTS | inhibition, % at 20 µM | 0.49% of 340,000 active | CHO-K1 CCR6 PathHunter beta-arrestin, CCL20-stimulated | C-C chemokine receptor type 6 (Homo sapiens), P51684;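 active means compounds whose inhibition of the agonist-driven luminescence signal at 20 µM reaches about 50%, limit read from the data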;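 further: cells stimulated with CCL20 at 14 nM final; plate controls were DMSO with CCL20 for no effect and DMSO without agonist for full effect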
Target sequence (P51684 whole entry, looked up): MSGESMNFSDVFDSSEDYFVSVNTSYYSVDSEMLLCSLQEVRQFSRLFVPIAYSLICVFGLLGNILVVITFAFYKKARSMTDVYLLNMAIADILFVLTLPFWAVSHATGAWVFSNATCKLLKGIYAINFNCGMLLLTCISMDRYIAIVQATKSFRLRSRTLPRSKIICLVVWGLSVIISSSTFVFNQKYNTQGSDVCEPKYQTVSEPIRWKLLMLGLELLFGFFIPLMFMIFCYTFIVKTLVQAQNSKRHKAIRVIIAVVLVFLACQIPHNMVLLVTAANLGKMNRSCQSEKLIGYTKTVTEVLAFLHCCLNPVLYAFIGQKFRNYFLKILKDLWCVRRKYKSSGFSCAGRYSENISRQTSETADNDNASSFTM
CXCR6 inh – CXCR6 receptor inhibitors, primary screen, cell-based, beta-arrestin, luminescence, CHO-K1 PathHunter, 1536-well; inhibition, % at 20 µM; 0.36% of 360,000 active; in the data active means inhibition above about 34%, passing the limit was not always enough;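 further: antagonist mode with CXCL16 agonist at 10 nM final; 0% = 10 nM CXCL16 with DMSO and 100% = unstimulated wells without agonist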
Target sequence (O00574 whole entry, looked up): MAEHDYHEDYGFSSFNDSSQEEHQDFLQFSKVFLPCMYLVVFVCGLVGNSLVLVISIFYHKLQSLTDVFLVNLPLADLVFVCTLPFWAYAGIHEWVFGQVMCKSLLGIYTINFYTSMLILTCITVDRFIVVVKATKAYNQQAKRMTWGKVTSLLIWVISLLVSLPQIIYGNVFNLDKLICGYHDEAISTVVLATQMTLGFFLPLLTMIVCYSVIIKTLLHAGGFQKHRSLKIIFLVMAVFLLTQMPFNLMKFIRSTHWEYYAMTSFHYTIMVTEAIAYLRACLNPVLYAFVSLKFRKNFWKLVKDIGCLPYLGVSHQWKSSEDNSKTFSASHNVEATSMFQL
Numbers without * were called inactive. The list is partial; count on the stated rates, not on these rows.

| canonical_smiles | tim23-1 inh | EBI2 antag | APJ antagonist | UPR XBP1 act | Mdm2-MdmX inh | APJ agonist | CHOP UPR activ | CCR6 antag | CXCR6 inh |
| --- | --- | --- | --- | --- | --- | --- | --- | --- | --- |
| CC(C)CCn1c(SCC(=O)NC2CCS(=O)(=O)C2)nc2cc(Cl)ccc2c1=O (configuration not stated) | 14 | 14 | 3 | -4 | 6 | 5 | -0.1 | 17 | 7 |
| COc1ccccc1N1CCN(C(CNS(=O)(=O)c2ccccc2)c2cccnc2)CC1 (configuration not stated) | 5 | 1 | -2 | -4 | 2 | -2 | -1.2 | 8 | 4 |
| O=C(Nc1cc(S(=O)(=O)Nc2ccc(Cl)cc2)ccc1N1CCCCC1)c1ccc(F)cc1 | 6 | 29 | -11 | 2 | 72* | -3 | 3.0 | 14 | 15 |
| CS(=O)(=O)N1CCC(C(=O)NCc2ccc(F)cc2Cl)CC1 | 7 | -1 | 9 | -5 | -12 | 0 | 0.4 | 10 | -6 |
| O=C(Nc1nnc(C2=COCCO2)o1)c1cccc(F)c1 | 19 | 8 | -12 | -3 | 8 | -7 | 1.1 | -4 | -2 |
| CCC(C(=O)Nc1nc(C)c(C)s1)c1ccccc1 (configuration not stated) | 33 | 8 | 4 | -2 | -22 | -4 | 2.4 | 22 | 4 |
| CN(C)S(=O)(=O)c1ccc(N2CCCC2=O)c([N+](=O)[O-])c1 | 3 | -9 | 0 | 0 | 16 | 3 | -1.0 | 15 | 1 |
| COc1ccc(CC(NC(C)=O)C(=O)N2CCN(C(=O)Nc3cccc(Cl)c3)CC2)cc1OC (configuration not stated) | 18 | 2 | 0 | -1 | 38 | -1 | -3.4 | -3 | -3 |
| O=C(c1ccccc1)N1CCN(C(=O)c2nn3c(C(F)(F)F)cc(-c4ccco4)nc3c2Br)CC1 | 11 | 5 | 11 | -5 | -1 | 0 | 0.9 | -1 | -2 |
| Cc1nc(Sc2ccccc2)c(C#N)cc1-c1ccccc1 | 9 | 5 | -24 | 0 | -10 | 0 | 1.7 | 15 | -11 |
| CC(=O)N/C(=C\c1ccccc1)C(=O)OCC(=O)NC(C)C12CC3CC(CC(C3)C1)C2 (configuration not stated) | 32 | 8 | -6 | -1 | 2 | -1 | -1.7 | 10 | -6 |
| COc1cccc(OC)c1C(=O)Nc1ccc2nc(C)c(C)nc2c1 | 11 | -13 | -2 | 4 | -11 | 0 | 3.4 | 3 | 65* |
| Cc1cc([N+](=O)[O-])ccc1NC(=O)c1sc2ncn(CC(=O)N3CCOCC3)c(=O)c2c1C | -12 | -2 | 13 | -3 | 24 | 0 | 0.2 | 13 | 9 |
| Cc1cccc(C)c1NC(=O)COC(=O)CN1C(=O)C2CCCCC2C1=O (configuration not stated) | -4 | -6 | 5 | -1 | -18 | -3 | -1.6 | -4 | -10 |
| Cc1ccc(-n2c(-c3ccccc3)c[nH]c2=S)cc1 | 12 | 9 | -9 | -3 | 1 | -2 | -2.5 | -16 | 1 |
| CC1(C)Cc2nc3oc4c(NCc5ccccc5)ncnc4c3cc2CO1 | -49 | -5 | 7 | 1 | 34 | 0 | 1.0 | 13 | -2 |
| O=C(c1cc2ccccc2oc1=O)N1CCN(Cc2ccc3c(c2)OCO3)CC1 | 8 | -12 | -25 | -1 | 0 | -1 | 0.3 | 12 | 4 |
| O=C(COC(=O)CCCOc1ccccc1)NNC(=O)c1ccc([N+](=O)[O-])cc1 | 4 | 4 | -11 | -5 | 16 | 8 | 0.9 | -7 | -6 |
| S=C1NCN(Cc2ccccc2)CN1C1CCCCC1 | 23 | 7 | 8 | 5 | -12 | -3 | 1.1 | 1 | 0 |
| COCCNC(=O)C(C)OC(=O)c1cc2sccc2n1C (configuration not stated) | 18 | -7 | 11 | 0 | 18 | 3 | 1.4 | 3 | -4 |
| O=C1c2ccccc2C(=O)N1Nc1ccccc1 | -6 | 0 | 7 | -2 | 19 | 1 | -0.2 | -11 | -12 |
| CC1CN(C(=O)Nc2cccc(C(F)(F)F)c2)CC(C)O1 (configuration not stated) | 49 | 1 | 10 | -1 | 1 | -4 | -0.7 | 8 | -19 |
| CCOC(=O)N1CCN=C1SCc1ccc(C(F)(F)F)cc1 | 1 | 8 | 2 | -1 | -16 | 3 | 2.6 | 11 | -9 |
| O=C1CN(c2nc3ccccc3n3cnnc23)CC(=O)N1CCc1ccccc1 | 48 | 6 | 3 | 1 | 2 | -2 | -0.3 | -5 | 3 |
| Cc1ccc(OCC(=O)N2CCC(C)CC2)c([N+](=O)[O-])n1 | 8 | -1 | -5 | -2 | 2 | -4 | 0.6 | 5 | -1 |
| Cc1cc(C)n(CC(=O)N2CCCC(N3CCN(c4ccc(F)cc4)CC3)C2)n1 (configuration not stated) | -3 | 8 | 8 | -4 | 7 | -3 | 2.7 | -4 | 5 |
| CCN(CC)CCOc1nnc(-c2ccc(C)cc2)c2ccccc12 | 3 | 8 | -11 | 2 | 21 | -8 | -1.7 | 13 | -3 |
| Cc1ccc(S(=O)(=O)N2CCN(C(=O)COC(=O)CCOc3cc(C)ccc3C)CC2)cc1 | 13 | -4 | 3 | -2 | -5 | 0 | 2.6 | 14 | 6 |
| CCn1c(=S)[nH]c2sc3c(c2c1=O)CCCC3 | 16 | -7 | 9 | -1 | 12 | -5 | 1.1 | -10 | 12 |
| Oc1c(CN2CCCCC2)cc(Br)c2cccnc12 | 21 | 24 | -6 | 26 | 77* | -8 | 88* | 49 | 34 |
| CC(NC(=O)Cn1nc(C(=O)O)c2ccccc2c1=O)c1ccccc1 (configuration not stated) | -7 | 4 | 20 | -2 | 11 | -2 | -2.2 | 1 | 2 |
| COC(=O)c1ccc(NS(=O)(=O)c2ccc3c(c2)n(C)c(=O)n3C)cc1 | -3 | -10 | -6 | -5 | 13 | -3 | -1.1 | 11 | 2 |
| CCC1Oc2ccc(C)cc2N(CC(=O)NCCc2ccc(OC)c(OC)c2)C1=O (configuration not stated) | -4 | 2 | -7 | -4 | 0 | -3 | 0.2 | 13 | -4 |
| C[C@@H]1CN([C@@H](C)CO)C(=O)Cc2cc(NS(=O)(=O)c3ccccc3)ccc2O[C@H]1CN(C)Cc1ccncc1 | -4 | -6 | 7 | 1 | 11 | -2 | -0.2 | 1 | 7 |
| O=C(CSc1ccc(Cl)cc1)NC(=O)NC1CCCC1 | 32 | 4 | -2 | 2 | 11 | -6 | 1.0 | 1 | -17 |
| Nc1ccc(-c2nnnn2-c2ccc(N)cc2)cc1 | 9 | 1 | 16 | -3 | 16 | -1 | 1.4 | 22 | -26 |
| CC(Sc1nc2ccccc2[nH]1)C(=O)O (configuration not stated) | -8 | -12 | 9 | 2 | 6 | 0 | -2.3 | 4 | -9 |
| O=C(CSc1nccc(-c2cccs2)n1)Nc1ccc(F)c(Cl)c1 | 43 | -7 | -21 | -1 | -10 | 5 | -1.9 | 6 | 5 |
| COC(=O)C(C)NC(=O)CNS(=O)(=O)c1ccc(F)cc1 (configuration not stated) | 9 | 3 | 1 | 2 | -14 | 0 | 0.8 | 14 | 6 |
| COc1ccccc1OCC(=O)N1CCN(C(=O)c2ccco2)CC1 | 13 | -1 | 3 | -2 | 15 | 6 | 1.8 | 8 | 8 |
| COCCNC(=O)c1ccc2nc(Cc3ccc(OC)c(OC)c3)oc2c1 | -10 | 6 | 7 | 5 | -2 | 1 | 4.9 | 11 | 13 |
| Cc1nnc(SCC(=O)Nc2nonc2C)s1 | 3 | -10 | 11 | 0 | -2 | 0 | 0.0 | 10 | 3 |
| CCOC(=O)c1cnc(-n2nc(C)cc2C)nc1Oc1ccc(C(=O)OC)cc1 | -8 | 8 | 16 | -3 | 4 | -5 | 1.0 | 8 | 15 |
| C/C=C/C(=O)N1c2ccc(C)cc2C(C)=CC1(C)C | 3 | 14 | 23 | -2 | 19 | -3 | -0.6 | 25 | -11 |
| Cc1c(Br)cnn1C(C)C(=O)N1CCN(c2ccc(F)cc2)CC1 (configuration not stated) | 23 | 8 | -22 | -2 | 3 | -4 | -0.6 | 9 | 0 |
| CS(=O)(=O)Nc1ccc(-c2cn3c(n2)SCC3)cc1 | 5 | -10 | 2 | 4 | -16 | -2 | 1.4 | 1 | -2 |
| O=C(O)c1ccccc1NS(=O)(=O)c1ccc(NN=Cc2ccccc2F)c([N+](=O)[O-])c1 | 7 | 9 | -15 | -3 | 11 | -2 | -1.5 | 31 | 5 |
| O=C(Nc1cccc([N+](=O)[O-])c1)c1ccc2snnc2c1 | -2 | 9 | -2 | 0 | -9 | 0 | 1.4 | -6 | 4 |
| CCn1c(CC(=O)Nc2ccc(Cl)c(Cl)c2)nnc1SCc1ccc(C)cc1 | 0 | -4 | 9 | -4 | -3 | 0 | -0.6 | -3 | 1 |
| C[C@@H](C(=O)NCCc1c[nH]c2ccccc12)[C@@H]1C[C@@]1(C)[C@@H](NC(=O)OCc1ccccc1)c1ccccc1 | 15 | 75* | 10 | 3 | 19 | -4 | 1.1 | 6 | 3 |
| CC1=C(CC(=O)NCC(=O)NCC(=O)O)c2cc(F)ccc2/C1=C/c1ccc(S(C)=O)cc1 (configuration not stated) | -4 | 12 | 8 | -5 | 22 | -2 | -0.7 | 10 | 7 |
| CCCCN(C)C(=S)Nc1ccc2nc3n(c(=O)c2c1)CCCCC3 | -5 | -9 | 6 | 1 | 15 | 2 | -0.4 | 3 | -9 |
| O=C(CN1C(=O)/C(=C\c2cccc(F)c2)Oc2ccccc21)N1CCN(c2ccccn2)CC1 | -1 | -9 | -14 | 0 | 42 | -2 | 1.4 | 20 | -1 |
| COc1cccc(-c2cc(C(=O)NN3CCOCC3)c3ccccc3n2)c1 | 13 | -3 | -6 | -4 | -22 | -1 | 0.1 | -6 | 6 |

Part of the list above with just CCR6 antag, APJ agonist and APJ antagonist.
Molecule	CCR6 antag	APJ agonist	APJ antagonist
C[C@@H](C(=O)NCCc1c[nH]c2ccccc12)[C@@H]1C[C@@]1(C)[C@@H](NC(=O)OCc1ccccc1)c1ccccc1	6	-4	10
O=C(CN1C(=O)/C(=C\c2cccc(F)c2)Oc2ccccc21)N1CCN(c2ccccn2)CC1	20	-2	-14
CCCCN(C)C(=S)Nc1ccc2nc3n(c(=O)c2c1)CCCCC3	3	2	6

Bioassay records: PubChem, Sanford-Burnham Center for Chemical Genomics
